From PubChem
FBPA coupling cs: counter-screen for Giardia aldolase inhibitors: coupling enzyme system | coupling enzyme system counterscreen, AmpLite Red fluorescence | activity change, negative = inhibition, % at 58.2 µM, hits read low | hit rate 0.67% among 290,000 | AID 2472; in the data active = activity change below about -30%; note: % is set by controls: 0 for no effect and ±100 for the full control effect
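Counterscreen of the coupled detection system alone, without aldolase: glyceraldehyde-3-phosphate coupling enzymes plus AmpLite Red readout. Compounds at 57.5 uM final, 10 min RT preincubation, 20 min RT reaction, fluorescence 525/598 nm.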
ASM inhibitor: inhibitors of human secretory acid sphingomyelinase. P17405. placental ASM, HMU-PC fluorogenic substrate, 60 min. Potency, µM (series often up to 57.5 µM), for the others: top-dose activity change, negative = inhibition, usual class: inhibitors. hit rate 0.006% among 340,000. AID 504937; note: potency is the fitted concentration of half-maximal effect
Target sequence (P17405 47-631 limits assumed): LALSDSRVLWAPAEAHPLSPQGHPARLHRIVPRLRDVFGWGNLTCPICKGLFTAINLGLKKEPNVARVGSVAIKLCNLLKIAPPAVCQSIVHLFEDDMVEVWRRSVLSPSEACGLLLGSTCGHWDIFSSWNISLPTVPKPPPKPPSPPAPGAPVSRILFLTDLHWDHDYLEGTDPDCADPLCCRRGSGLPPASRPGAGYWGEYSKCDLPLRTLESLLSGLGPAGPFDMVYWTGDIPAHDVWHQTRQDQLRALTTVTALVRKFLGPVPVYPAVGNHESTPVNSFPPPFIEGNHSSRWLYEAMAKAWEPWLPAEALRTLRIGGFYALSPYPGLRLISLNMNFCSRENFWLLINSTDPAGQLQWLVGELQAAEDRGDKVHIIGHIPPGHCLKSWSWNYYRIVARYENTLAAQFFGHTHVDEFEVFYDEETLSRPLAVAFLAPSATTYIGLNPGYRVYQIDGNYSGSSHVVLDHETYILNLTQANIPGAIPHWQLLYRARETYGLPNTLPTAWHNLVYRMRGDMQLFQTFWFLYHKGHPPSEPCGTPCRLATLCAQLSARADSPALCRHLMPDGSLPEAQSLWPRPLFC
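Human placenta-derived ASM preincubated with compound 10 min at room temperature, then reacted with 9 uM (final) fluorogenic HMU-PC substrate for 60 min at 37 C. Stop solution raises pH to 10; fluorescence read at Ex 386/Em 447 nm.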
TRPV1 agonist: human TRPV1 agonism; hit rate 0.19% among 320,000; Q8NER1; TRPV1-expressing cells, Fluo-8 calcium influx, agonist mode; activation, % at 8.33 µM; in the data active = activation above about 80%; inconclusive = between about 30% and that limit; note: 0% is about no effect
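TRPV1-expressing cells were cultured overnight at 35.5C and loaded with Fluo-8 calcium dye for 40 to 90 min at room temperature. After a 10 s baseline, compound was added and calcium influx was read kinetically for 3 min (ex 480/em 520 nm).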
MLL CXXC-DNA inh: blocks binding of human MLL CXXC domain to DNA. Q03164. MLL-CXXC / FITC-HOXA9 DNA fluorescence polarization. Potency, µM (doses to about 115 µM), inactives show at the highest dose activity change, negative = inhibition, actives largely listed as inhibitors. hit rate 0.037% among 290,000; active = well fitted inhibition curve with a large enough effect in the polarisation, with a control signal flat, not every such curve was filed as active; inconclusive = small, poorly fitted or top-dose-only effect, or effect the other way, or a change in a side signal; inactive = no such curve, though single readings can be large or run the other way; the % refers to the polarisation; note: potency is the fitted concentration of half-maximal effect
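Purified MLL-CXXC (added from a 7 uM solution) was preincubated 5 min at ambient with pinned compounds in 50 mM Tris-HCl pH 7.5, 50 mM NaCl, 1 mM DTT, 0.05% BSA. Fluorescein-labeled HOX-A9 DNA (50 nM solution) followed, 30 min, then polarization read.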
KCNH2 3.1 inh: KCNH2 3.1 (human) potassium channel inhibition | activity change, % (tested at about 1.8 µM) | hit rate 0.95% among 340,000 | U2OS KCNH2 3.1, thallium flux FluxOr; active compounds read low | AID 720553;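 active = maximum activity change below -70%; inconclusive = maximum activity change from -70% to -50%; inactive = maximum activity change above -50%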;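 note: thallium influx rate constant from kinetic fluorescence after stimulation buffer; % is set by controls: 0 for no effect and ±100 for the full control effect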
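Thallium flux via FluxOr fluorescence (Red40 quencher, 45 min loading) in U2OS cells virally expressing the KCNH2 3.1 isoform (1.77 x 10^8 /mL virus, overnight at 37 C). Rate constants from 2-min kinetic reads post-stimulation, normalised to positive and negative controls.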
A-T KAP1 phos: potential ataxia-telangiectasia treatment; Potency, µM (series often up to 57.5 µM), without a hit: at the top dose activation, most hits filed as activators; […] A-T fibroblasts, KAP-1 phosphorylation AlphaLISA; neocarzinostatin DNA damage 30 min before lysis; hit rate 0.19% among 320,000; note: potency is the fitted concentration of half-maximal effect; % of control where 0% means no effect; nearly all actives have a fitted effect of over 45% in size
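ATM-like activity read as KAP-1 phosphorylation via AlphaLISA donor/acceptor antibody pairs after lysis and 6 hr at 25C. Cells were ATM-null patient fibroblasts ([…], hTERT), dosed 60 min, then exposed to the DSB inducer NCS for 30 min.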
GALK inh: inhibitors of human galactokinase. AID 1868. Purified GALK, Kinase-Glo residual ATP luminescence. hit rate 0.007% among 270,000. Potency, µM (titrated, usually from 57.5 µM), without a hit: at the highest dose activity change, negative = inhibition, hits mostly inhibitors. P51570; note: potency is the fitted concentration of half-maximal effect; % is set by controls: 0 for no effect and ±100 for the full control effect
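GALK at 5 nM final was combined with compound, 35 uM ATP and 100 uM galactose in HEPES pH8.0 with MgCl2 and DTT. The reaction ran one hour at room temperature before luminescent ATP detection.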
MBNL1 CUG block: inhibitors of human MBNL1 binding to CUG repeat RNA. hit rate 0.036% among 280,000. Potency, µM (series often up to 57.5 µM), inactives show at the highest dose activity change, negative = inhibition, hits mostly inhibitors. AID 2675. TR-FRET MBNL1-His/biotin-(CUG)12 binding, 665/545 ratio. Q9NR56; active = well fitted inhibition curve with a large enough effect in the signal ratio, with a control signal flat, not every such curve was filed as active; inconclusive = small, poorly fitted or top-dose-only effect, or effect the other way, or a change in a side signal; inactive = no such curve, though single readings can be large or run the other way; the % refers to the signal ratio; note: potency is the fitted concentration of half-maximal effect; % is set by controls: 0 for no effect and ±100 for the full control effect
Target sequence (Q9NR56 whole entry, looked up): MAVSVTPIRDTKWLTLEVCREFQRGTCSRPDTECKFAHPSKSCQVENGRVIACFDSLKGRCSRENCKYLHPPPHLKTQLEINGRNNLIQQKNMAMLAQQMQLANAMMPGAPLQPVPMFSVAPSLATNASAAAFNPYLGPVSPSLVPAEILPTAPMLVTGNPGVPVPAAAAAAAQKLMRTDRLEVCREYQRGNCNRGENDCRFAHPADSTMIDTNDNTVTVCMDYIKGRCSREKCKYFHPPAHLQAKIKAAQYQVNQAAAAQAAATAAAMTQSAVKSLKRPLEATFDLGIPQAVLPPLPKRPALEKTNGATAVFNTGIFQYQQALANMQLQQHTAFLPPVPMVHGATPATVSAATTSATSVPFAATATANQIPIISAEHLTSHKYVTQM
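Compounds (final 92 nM to 58 uM) are added to His-tagged MBNL1 and biotin-(CUG)12, then terbium anti-His antibody and streptavidin-XL665 (5 nM final). After 60 min at room temperature, the 665/545 nm ratio is read.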
Integrin act MD: activators of alpha7 integrin expression for muscular dystrophy. hit rate 0.064% among 350,000. AID 624291. Potency, µM (series often up to 38.3 µM), without a hit: at the top dose activation, usual class: activators. alpha7betagal myoblasts, beta-gal FDG fluorescence, 48 h;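 note: potency is the fitted concentration of half-maximal effect; 100% = response of the positive control SU9516; nearly all actives have a fitted effect of over 60% in size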
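alpha7betagal+/- myoblasts (passage 13, 250/well) treated 48 h at 37C with compounds at 1:260 dilution of DMSO stock. Lysed, then beta-galactosidase activity read as FDG fluorescence (ex 480/em 540) after 30 min, with pre-read for autofluorescence.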
KCNH2 WT inh: blocks the wildtype human KCNH2 potassium channel | U2OS, BacMam KCNH2, thallium flux FluxOr; active compounds read low | activity change, % at 1.84 µM | hit rate 0.37% among 340,000 | AID 720551;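 active = maximum activity change below -70%; inconclusive = maximum activity change between -70% and -50%; inactive = maximum activity change above -50%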; note: % is set by controls: 0 for no effect and ±100 for the full control effect
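U2OS cells were transduced with wild-type KCNH2 virus (2.03 x 10^8 / mL) for 4 h at room temperature, then cultured overnight at 37 C. Thallium flux was read with FluxOr dye. Rate constants were normalized to DMSO controls.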
* hit, by the source's call; i = inactive; ? = inconclusive; nt = not tested or not shown; [ ] = dose if it differs, or a comment. Unless noted, calls come from the whole dose curve; as a rule, active = well fitted curve in the direction sought with a large enough effect; inconclusive = small, poorly fitted or top-dose-only effect, or another doubt; inactive = no such curve, though single readings can be large; an effect the other way counts as inactive or inconclusive. Rows are unselected. About 2% of those tested had a hit in this group.

molecule	FBPA coupling cs	ASM inhibitor	TRPV1 agonist	MLL CXXC-DNA inh	KCNH2 3.1 inh	A-T KAP1 phos	GALK inh	MBNL1 CUG block	Integrin act MD	KCNH2 WT inh
Cc1cccc(-n2c(SCC(=O)N3CC(=O)Nc4ccccc43)nc3ccccc3c2=O)c1	-5	5%	6	20%	-7	5%	2%	-2%	20%	-10
COc1ccc(NS(=O)(=O)c2ccc(N3CCOCC3)c(NC(=O)c3ccccc3Cl)c2)cc1	7	-2%	0	-3%	-9	7%	-2%	nt	7%	6
O=C(N/N=C/c1ccoc1)c1ccccc1Br	-2	3%	5	1%	22	-3%	-1%	-2%	-12%	-2
NC1=C(Cl)C(=O)c2ccccc2C1=O	nt	-2%	nt	nt	-7	nt	nt	nt	-57%[inhibitor]	4
COC(=O)C(NC(=O)C(NC(=O)c1ccccc1)C(C)C)C(C)C (configuration not stated)	0	4%	3	3%	6	0%	0%	-8%	10%	-2
Nc1nonc1C(=O)NCCNCc1cc(Br)ccc1OCc1ccc(F)cc1	-1	0%	23	6%	?	5%	-2%	3%	-45%	-10
Cc1ccc(C(=O)c2cc([N+](=O)[O-])ccc2N2CCN(C)CC2)cc1	2	-9%	2	6%	-7	-11%	nt	?	-31%	9
Cn1c(N)c(C(=O)COC(=O)c2ccccc2C(F)(F)F)c(=O)n(C)c1=O	nt	-1%	nt	nt	-93*	9%	nt	nt	9%	-3
COc1cc(C(c2oc(CO)cc(=O)c2O)c2oc(CO)cc(=O)c2O)cc(OC)c1OC	-1	2%	-1	-1%	10	-3%	10%	nt	0%	nt
CCOc1cc(/C=C2\SC(=O)N(CC(=O)Nc3ccccc3F)C2=O)cc([N+](=O)[O-])c1O	15	-11%	-1	-13%	-4	-2%	3%	-6%	-22%	-2
CCc1cc(C(=O)N2CCCC(CNS(=O)(=O)c3cccs3)C2)n(C)n1 (configuration not stated)	1	-1%	9	-5%	1	2%	0%	1%	19%	1
Cc1sc(NC(=O)CCS(=O)(=O)c2ccccc2)c(C#N)c1C	nt	0%	0	nt	-7	-3%	nt	nt	-51%[inhibitor]	-1
Cc1cnc(C(=O)N2CCc3c([nH]c4ccccc34)C2c2ccc(F)cc2)cn1 (configuration not stated)	-6	-7%	-2	-2%	-7	14%	2%	-7%	-7%	-7
CCOc1cc(NS(=O)(=O)c2ccccc2)c(OCC)cc1NC(=O)c1ccco1	-20	-1%	4	-1%	2	3%	-2%	1%	-15%	1
O=[N+]([O-])c1cccc(Cl)c1NCCNS(=O)(=O)c1ccc(Cl)cc1	-1	-11%	2	1%	-8	-10%	1%	?	-15%	-2
Cc1ccc(Cn2cc(-c3ccccc3)nn2)cc1	2	-2%	23	-4%	5	-1%	nt	1%	0%	8
COc1ccc(S(=O)(=O)N2CCC(C(=O)NCCC(=O)Nc3cccc(Cl)c3)CC2)cc1	0	2%	2	0%	-23	5%	6%	-4%	22%	6
O=C(NCc1ccccc1)C1=C[C@@H](C2CC2)C[C@@H](OCCCCO)O1	0	0%	1	-13%	19	0%	3%	-3%	18%	-2
COc1ccc(S(=O)(=O)NC2CC(C)(C)NC(C)(C)C2)c2ccccc12	-4	nt	1	-2%	5	2%	-3%	2%	-43%	-8
Cc1cc(-c2c(C)[nH]n(-c3ccccc3)c2=O)n[nH]1	-21	3%	0	-1%	-10	0%	11%	-5%	6%	i
COc1ccc(CCNC(=O)COC(=O)CCC(=O)c2ccc(F)cc2)cc1	1	-3%	0	3%	17	-5%	8%	-1%	-1%	-7
CCCC(=O)Nc1nnc(S(=O)(=O)N(CC)c2ccccc2)s1	4	4%	-10	48%[activator]	3	3%	nt	-7%	27%	4
N#CC(Nc1ccccc1)c1ccccc1OCc1ccccc1 (configuration not stated)	1	-2%	5	22%	-23	-1%	-2%	0%	-8%	-7
O=C(CCCCCCCCC(=O)N/N=C/c1ccco1)N/N=C/c1ccco1	-3	-1%	-3	9%	0	-1%	3%	5%	11%	2
O=C(Nc1nnc(C2CC2)s1)c1cccnc1Oc1ccc(Cl)cc1	4	-6%	3	0%	2	5%	2%	5%	-21%	8
Cc1ccc(-c2nnc(Nc3ccc4c(c3)OCO4)c3ccccc23)cc1S(=O)(=O)NC(C)C	-5	-7%	2	16%	-17	-2%	-4%	19%	29%	-2
O=[N+]([O-])c1ncccc1OCc1ccccc1Br	2	0%	11	-8%	-3	2%	0%	?	0%	-3
CCOc1cc2nc(-c3ccc(OC)c(OC)c3)nc(NCCCN3CCOCC3)c2cc1OC	-6	5%	-4	-6%	8	3%	0%	-15%	-37%	-93*
Cc1ccc(NC(=O)[C@H](Cc2ccccc2)NC(=O)C2CCNCC2)cc1	nt	-4%	0	0%	0	3%	5%	1%	-15%	39
CCOc1ccc(S(=O)(=O)NCc2cccnc2)cc1NC(=O)c1ccccc1F	1	5%	0	2%	-2	3%	-2%	4%	-2%	11
Cc1nn(-c2ccccc2)c(OC(=O)c2cccs2)c1S(=O)(=O)c1ccc([N+](=O)[O-])cc1	17	-1%	-3	28%	?	-2%	-2%	?	11%	5
CCCOc1ccc(NC(=O)CNC(=O)c2cc(OC)cc(OC)c2)cc1OCCC	2	-4%	-2	0%	-21	5%	-1%	7%	-17%	-1
[O-]/C(=C(\C(=S)NCc1ccc2c(c1)OCO2)[n+]1ccccc1)c1ccc(Cl)s1	-7	-5%	8	28%	-1	-5%	-1%	4%	3%	-8
CC(C)c1cc(=O)n2[nH]c(SCc3ccc(Cl)cc3)nc2n1	6	2%	2	9%	18	-7%	nt	-5%	0%	nt
O=C(Nc1ccc(Cl)cn1)C1CCCN(c2ncnc3c2nc2n3CCCCC2)C1 (configuration not stated)	-2	-2%	29	10%	-5	-2%	1%	-2%	2%	0
CC(C)(Oc1ccc(Br)cc1)C(=O)N1CCc2ccccc21	0	-3%	26	-1%	-1	12%	-2%	3%	11%	3
CN(C)CCCNC(=S)N(CCO)Cc1cc2cc3c(cc2[nH]c1=O)OCO3	3	41%[activator]	-1	2%	-5	4%	-8%	-11%	0%	-12
Cc1cccc(-c2nc(CS(=O)CC(=O)N3CCc4ccccc4C3)c(C)o2)c1 (configuration not stated)	-12	3%	nt	-13%	-3	2%	2%	-8%	4%	6
Cc1cc(C)cc(-n2c(=O)c3sccc3n(CC(=O)NCc3ccco3)c2=O)c1	-1	0%	-9	-5%	5	-6%	0%	-13%	14%[7.66 µM]	-8
Cc1cc(/C=N/Nc2ccc([N+](=O)[O-])cn2)c(C)n1-c1cccc(C(=O)O)c1	-14	-7%	2	-21%	-23	1%	-1%	?	23%	5
On1c(-c2ccccc2Cl)nc2ncccc21	-1	1%	0	-4%	-4	-5%	4%	0%	41%	-3
CC(C)N(Cc1ccccc1)S(=O)(=O)c1ccc(F)cc1	2	0%	0	-5%	14	24%	2%	-12%	-49%[inhibitor]	1
Cc1ccsc1S(=O)(=O)N1CCC(CO)(CC2CCCCO2)CC1 (configuration not stated)	7	-4%	0	3%	8	3%	-1%	1%	0%	-3
CN(CC(=O)Nc1ccc(S(=O)(=O)N2CCCC2)cc1)Cc1cccc(Cl)c1Cl	1	-8%	17	-8%	4	-1%	0%	nt	-29%	-7
N=C1c2ccccc2CN1c1ccc(S(=O)(=O)N2CCCCC2)cc1	5	2%	-1	-1%	-15	0%	-1%	5%	-16%	28
COc1ccccc1N1CCN(CCCNc2c(C)c(=O)n(C)c(=O)n2C)CC1	nt	4%	nt	-8%	-7	nt	nt	nt	nt	4
